# E-sel TNF inh: TNF alpha driven E-selectin expression inhibition; HUVEC TNFa-induced E-selectin immunofluorescence, high content; inhibition, % at 2 µM; 120,000 tested, 0.71% active; AID 1246;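 active = inhibition above the batch mean plus 3 SD, and confirmed as a hit on visual image review, cut at about 43% in these data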;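 also: 0% = TNF-stimulated DMSO wells and 100% = unstimulated control wells; not every result past the cut was called active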
# Active calls of the source: *. The list is partial; the hit share may differ from the screen's.
E-sel TNF inh	compound
8	O=C(O)c1ccccc1NSc1ccccc1[N+](=O)[O-]
12	CCOC(=O)N(NC(=O)C(O)(C(C)C)C(C)C)c1ccccc1
-35	COc1ccc(F)cc1C(=O)C1CCCN(C(=O)CCc2ccccn2)C1 (stereo not given)
7	N/C(=N\OC(=O)c1ccc2c(c1)OCO2)c1ccc([N+](=O)[O-])cc1
-4	O=C(NCc1ccco1)c1ccc([N+](=O)[O-])o1
-18	CCC(=O)N1CCc2cc(S(=O)(=O)CCC(=O)Nc3ccc(OC)c(OC)c3)ccc21
2	COc1ccc(CCNC(=O)CCn2c(=O)c3ccccc3n(CC(=O)NCC3CCCO3)c2=O)cc1OC (stereo not given)
-3	COc1ccccc1CCc1nnc(CCC(=O)NC(C)Cn2nc(C)cc2C)o1 (stereo not given)
-13	CCCCN(CC)CCNC(=O)CNC(=O)Cn1ccc2ccccc2c1=O
-12	CCOCCn1c(N2CCN(c3ccccc3)CC2)nc2c1c(=O)[nH]c(=O)n2C
-3	Cc1cc(C(=O)COc2ccccc2C(N)=O)c(C)n1CC1CCCO1 (stereo not given)
-25	COc1ccccc1NC(=S)NCc1ccc2c(c1)cc(C)n2C
-17	N#CC1=C(S)N(c2ccc(F)cc2)C(c2ccco2)NC1=O (stereo not given)
-8	COc1ccc(CN2CCNC(=O)C2CC(=O)N2CCCO2)c(OC)c1 (stereo not given)
24	CCCCCCOc1ccc(C(=O)NCCCn2ccnc2)cc1
-2	O=C(O)c1ccc(C2SCC(=O)N2Cc2ccco2)cc1 (stereo not given)
9	Cn1c(SCc2ccc(Cl)cc2)nnc1C1CC1
15	COc1cccc(N=CC2=C(O)CCCC2=O)c1
-17	COc1cccc(C(C(=O)NC(C)(C)C)N(CC(C)C)C(=O)CCC(=O)Nc2cc(C)on2)c1OC (stereo not given)
-25	COc1ccc(N(CC(=O)NCc2ccc(C)cc2)S(=O)(=O)c2ccccc2[N+](=O)[O-])c(OC)c1
-14	COc1ccc(-c2cc(C(F)F)n3ncc(C(=O)N4CCc5ccccc5C4)c3n2)cc1
-18	CCOc1cc(C(=O)NC)cc(Br)c1OCc1ccccc1
-43	Cc1ccc(CNC(=O)CSc2ccc(-c3ccccn3)nn2)cc1
74*	COc1cc(/C=C2\SC(=S)N(CC(=O)Nc3ccc(O)cc3)C2=O)cc(OC)c1OC
6	CCN(CC)CCOc1ccccc1C(C)=O
-9	COc1ccccc1N=c1c2c([N+](=O)[O-])cc([N+](=O)[O-])cc2n(O)n1-c1ccccc1OC
11	COc1ccc(CC2(CO)CCN(Cc3c(C)nn(C(C)C)c3C)CC2)cc1
0	COc1ccc(CCNC(=O)CSc2ccsc2[N+](=O)[O-])cc1OC
42	COc1ccc(C(CNC(=O)c2ccc(S(=O)(=O)N(C)C)cc2)N2CCCC2)cc1 (stereo not given)
1	Cc1cc(C(C)(C)C)cc(C)c1Cn1c2[n+](c3ccc(C(F)(F)F)cc31)CCCCC2
-28	CC1=CS(=O)(=O)CC1SC(=S)N(C)C1CCS(=O)(=O)C1 (stereo not given)
-3	O=C(CCC(=O)N(CC(=O)NC1CCCCC1)CC1CCCO1)Nc1nccs1 (stereo not given)
-8	COCCCn1c(SCC(=O)NNC(=O)c2cccc(O)c2)nnc1-c1ccncc1
4	C/C(N)=C(/C#N)C(=O)CSc1nc2ccccc2n1CC(C)C
-13	COc1cc(-n2c(=O)c3ccccc3n(CC(=O)c3ccccc3)c2=O)cc(OC)c1OC
-20	COc1ccc(CC(=O)Nc2ccc(N3CCCCC3)cc2)cc1
10	CCCCn1c(=O)[nH]c(=O)c2c1nc(-c1ccccc1F)n2Cc1ccccc1OC
-22	Cc1ccccc1C(=O)OCc1nnc(-c2ccc(Cl)cc2)o1
5	COC(=O)c1nn(-c2nc(-c3cccc(OC)c3)cc(C(F)(F)F)n2)cc1[N+](=O)[O-]
-3	Cc1ccc(OCCn2cnc3sc(C(N)=O)c(C)c3c2=O)cc1
-17	Cc1cc2nccc(-c3ccccn3)n2n1
-15	CC(=O)Nc1ccc(CN2CCc3c([nH]c4ccccc34)C2c2ccccn2)cc1 (stereo not given)
1	CCSC1=NCCN1S(=O)(=O)c1ccc(F)cc1
-33	CCn1ccnc1CN(C)Cc1cn(-c2ccc(C)cc2)nc1-c1ccc(F)cc1
20	CS(=O)(=O)N(CC(=O)NCc1ccc2c(c1)OCO2)c1cccc(Cl)c1
-21	O=C(COC(=O)/C=C/c1ccc(F)cc1)NCc1ccco1
-8	COc1cccc(NC2=C(Cl)C(=O)OC2OC(=O)c2ccco2)c1 (stereo not given)
-23	Cc1cc(C)c(NC(=O)Nc2ccccc2C)c(Cl)c1
-26	Nc1ccc(NC(=O)c2ccco2)c(Cl)c1
6	CCOCC(=O)Nc1ccc([N+](=O)[O-])cc1C
-16	CCOC(=O)c1oc2ccccc2c1CN1CCCCC1
5	COCCN1CCN(Cc2nc(Cc3ccc(OC)c(OC)c3)no2)CC1
-12	COC(=O)c1cccc(NC(=S)NCc2ccco2)c1
-1	CCOc1ccc(N(C)S(=O)(=O)c2ccc(C)c(C(=O)OCC(=O)c3c[nH]c4ccccc34)c2)cc1
-5	Cc1ccc(C)c(-n2c(SCC(=O)N3CCC(C(=O)O)CC3)nnc2-c2cccc(Cl)c2)c1
-30	COc1ccccc1N(CC(=O)NCc1ccco1)S(C)(=O)=O
-23	O=C(NCc1ccccn1)C(=O)NCC(c1ccco1)N1CCOCC1 (stereo not given)
8	COC(=O)CSc1cc([N+](=O)[O-])ccc1NC(=O)OC
-27	COCC(=O)NC1CC2CCC(C1)N2C(=S)Nc1ccccc1C(=O)OC (stereo not given)
-18	COc1cccc(CNC(=O)CSc2ccc(-c3ccncc3)nn2)c1

# The results go on.
E-sel TNF inh	compound
-14	CC1CCCC(NC(=O)COC(=O)Cc2c[nH]c3ccccc23)C1C (stereo not given)
-36	COc1ccc(NC(=O)CSc2nnc(CNc3ccc(C)cc3)n2C)cc1
-8	CCC(CC)NC(=O)COC(=O)c1cc(SC)ccc1Cl
-44	CCOc1cc(/C=N/N=C2/NC(=O)C(CC(=O)O)S2)ccc1OCc1ccc(Cl)cc1Cl (stereo not given)
10	O=C(COc1cccnc1[N+](=O)[O-])NCCc1ccccc1
7	CCC(=O)Nc1cccc(C(=O)Nc2nccs2)c1
-23	Cc1ccc(CN2CCNC(=O)C2CC(=O)N2CCN(c3ncccn3)CC2)o1 (stereo not given)
6	O=C(CCN1CCOCC1)N/N=C/c1cc([N+](=O)[O-])ccc1OC(F)F
-17	c1ccc(C(c2ccccc2)c2noc(CN3CCN(C4CCCC4)CC3)n2)cc1
-9	O=C(c1ccc([N+](=O)[O-])cc1)N1CCN(Cc2ccccc2[N+](=O)[O-])CC1
-32	O=C(CCn1c(=O)[nH]c2ccccc2c1=O)N1CC=C(c2ccccc2)CC1
46	CC(C)(C)C(=O)Cn1ncc(Cl)c(Cl)c1=O
6	O=S1(=O)CCC(NC(=S)SCc2ccccc2Br)C1 (stereo not given)
-33	COc1ccccc1-n1cc(CN2CCN(C3CCCCC3)C(CCO)C2)cn1 (stereo not given)
-31	CC(C)[C@H](NC(=O)c1ccccc1Cl)C(=O)OCc1cc(=O)n2cc(Br)ccc2n1
-23	COc1ccccc1-c1nnc(SCC(=O)NC2CCS(=O)(=O)C2)n1N (stereo not given)
-16	O=C(/C=C/c1ccccc1)NC1CCCc2ccccc21 (stereo not given)
-6	O=C(CC(=O)c1cccc([N+](=O)[O-])c1)Nc1ccccc1Cl
10	COc1cccc(CNC2CCCc3ccccc32)c1OC (stereo not given)
30	Cc1cccc(CSc2nc3c(c(=O)[nH]2)CCC3)c1
-7	COc1ccc(/C=C(\C#N)C(=O)OCC(=O)N2CC(C)OC(C)C2)cc1 (stereo not given)
-24	COc1ccc(NC(=O)COC(=O)c2ccc(O)cc2)c([N+](=O)[O-])c1
-11	Cc1ccc(C)c(N(C(=O)c2snc(C(N)=O)c2N)C(C(=O)NCC2CCCO2)c2cccs2)c1 (stereo not given)
6	CCOC(=O)c1sc2nccc(OC)c2c1N=CNOC
-6	CC(C)(C)C(=O)NC(=S)Nc1ccccc1N1CCCC1
35	C=CSc1sc(Cl)c(N(CC)CC)c1[N+](=O)[O-]
-24	O=C(COC(=O)CNC(=O)c1ccccc1F)Nc1cccc(S(=O)(=O)N2CCCCCC2)c1
9	CC(C)(C)NC(=O)C(c1cccs1)N(Cc1cccs1)C(=O)c1ccc(CN2CCOCC2)o1 (stereo not given)
6	Cc1ccc(-n2cc[nH]c2=S)c(C)c1
2	NC(=O)NCc1cccs1
-1	c1ccc(C2=Nc3c(ccc4ccccc34)C(c3ccncc3)=NN2)cc1
21	COC(=O)c1ccccc1C(=O)N1CCCC(C(=O)c2cc(F)ccc2F)C1 (stereo not given)
-10	CS(=O)(=O)N1CCC(C(=O)N2CCN(c3ccc(F)cc3)CC2)CC1
-4	CC1CCN(C(=S)c2cccc(O)c2)CC1
0	COc1cc(NS(=O)(=O)c2ccc(NC(=S)NC(=O)/C=C/c3ccco3)cc2)ncn1
-2	COc1ccc(-c2cn3cccnc3n2)cc1NC(=O)c1cc(OC)c(OC)c(OC)c1
-2	CCCCc1ccc(NC(=O)c2cnccn2)cc1
-9	O=C(OCCN1C(=O)c2ccccc2C1=O)c1ccccc1
23	Cn1nc(C(F)(F)F)c(C(=O)Nc2ccc(F)cc2)c1Cl
-30	CN(CCO)c1nc(N)c2c(N)nc3c(c2c1C#N)CC(=O)N3Cc1cccs1
1	COCCn1nnnc1C(c1cccs1)N1CCN2CCCC2C1 (stereo not given)
-14	COc1cc(SC)ccc1C(=O)Nc1nc(C)cs1
-11	N#Cc1cnc(Sc2ccccc2)nc1
14	O=C(CCN1C(=O)c2cccc3cccc(c23)C1=O)N1CCOCC1
-23	Cc1cccc(NC(=O)CSc2nc(C)c(Cc3ccccc3)c(=O)[nH]2)c1
14	COc1ccc(C(=O)NNC(=O)C(=O)NC(C)c2ccccc2)cc1OC (stereo not given)
3	Cc1cccc(NCC(=O)N/N=C/c2cccc(Br)c2)c1
-9	CSc1ccccc1NC(=O)N1CCC(CO)(CC2CCCCO2)CC1 (stereo not given)
3	CC(=O)Nc1sc2c(c1C(c1ccncc1)N1CCOCC1)CCCC2 (stereo not given)
-30	Cc1sc2ncnc(-n3nnc4ccccc43)c2c1C
-7	Cc1cccc(NC(=O)CSc2nnc(CNC(=O)c3cccs3)o2)c1C
-15	COc1ccc(CNC(=O)CN2C(=O)C3C4C=CC(C4)C3C2=O)cc1 (stereo not given)
-9	Cc1nc2ccccc2cc1C(=O)Nc1ccccc1Cl
-14	Cc1ncc(C[n+]2csc(CCOC(=O)C34CC5CC(CC(C5)C3)C4)c2C)c(N)n1
13	CC(Sc1nnc(COc2ccc([N+](=O)[O-])cc2)n1C)C(=O)O (stereo not given)
-15	O=C1NCN(c2ccccc2)C12CCN(CCCC(c1ccc(F)cc1)c1ccc(F)cc1)CC2
9	CCOC(=O)C1=NOC(CN(c2ccccc2)S(=O)(=O)c2ccc(Cl)cc2)C1 (stereo not given)
-11	CCc1c(C)[nH]c2ccc(OC)cc2c1=S
54	Cc1ccc(CC(=O)NCCS(=O)c2ccc(C)cc2)cc1 (stereo not given)
-3	COc1ccc(NC(=O)CCC(=O)NCCO)cc1

# Single values from the list.
# CCCCN(CC)CCNC(=O)CNC(=O)Cn1ccc2ccccc2c1=O in E-sel TNF inh → -13
# CC(Sc1nnc(COc2ccc([N+](=O)[O-])cc2)n1C)C(=O)O (stereo not given) in E-sel TNF inh → 13

# Part of the list above in order of heavy-atom count, highest first.
E-sel TNF inh	compound
-7	Cc1cccc(NC(=O)CSc2nnc(CNC(=O)c3cccs3)o2)c1C
-2	CCCCc1ccc(NC(=O)c2cnccn2)cc1
-4	CC1CCN(C(=S)c2cccc(O)c2)CC1

# Following part.
E-sel TNF inh	compound
72*	O=C(Nc1cc2ccccc2oc1=O)c1ccccc1
2	CC(=O)Nc1cccc(NC(=O)c2ccc(C)c([N+](=O)[O-])c2)c1
-7	COc1ccc(/C=C/C2=NN(Cc3ccccc3)C(=O)CC2)cc1
-16	COc1cccc(C(=O)NCc2ccc3c(c2)cc(C)n3C)c1
-13	COc1ccc(-[n+]2c(C)cc(/C=C3\Sc4ccccc4N3C)cc2C)cc1
20	O=C(Cn1ccc([N+](=O)[O-])n1)c1ccccc1
8	COC(=O)c1ccc(NC(=O)Cn2nnc(-c3cccs3)n2)cc1
-7	COc1ccc(CNC(=S)Nc2ccc3nc(N4CCOCC4)cc(C)c3c2)cc1
-16	Nc1nc(N)nc(COc2ccccc2)n1
7	CCN(CC)c1ccc(S(=O)(=O)N2CCOCC2)cc1NC(=O)c1cc(=O)c2ccccc2o1
-8	CCC(C)NC(=O)Cn1cnc([N+](=O)[O-])c1 (stereo not given)
4	CCOC(=O)c1cc(NC(=O)Nc2ccc(Br)cc2)c(C)nc1C
3	COC(=O)c1ccccc1NC(=O)NCc1c(C)nn(C)c1C
29	CC(=O)Nc1ccc(SCC(=O)O)cc1
-28	O=C(O)c1ccc(Oc2c(C(F)(F)F)oc3cc(O)ccc3c2=O)cc1

# Gathered by group: those above containing a Cl atom
E-sel TNF inh	compound
9	Cn1c(SCc2ccc(Cl)cc2)nnc1C1CC1
-22	Cc1ccccc1C(=O)OCc1nnc(-c2ccc(Cl)cc2)o1
20	CS(=O)(=O)N(CC(=O)NCc1ccc2c(c1)OCO2)c1cccc(Cl)c1
-8	COc1cccc(NC2=C(Cl)C(=O)OC2OC(=O)c2ccco2)c1 (stereo not given)
-23	Cc1cc(C)c(NC(=O)Nc2ccccc2C)c(Cl)c1
-26	Nc1ccc(NC(=O)c2ccco2)c(Cl)c1
-5	Cc1ccc(C)c(-n2c(SCC(=O)N3CCC(C(=O)O)CC3)nnc2-c2cccc(Cl)c2)c1
-8	CCC(CC)NC(=O)COC(=O)c1cc(SC)ccc1Cl
-44	CCOc1cc(/C=N/N=C2/NC(=O)C(CC(=O)O)S2)ccc1OCc1ccc(Cl)cc1Cl (stereo not given)
46	CC(C)(C)C(=O)Cn1ncc(Cl)c(Cl)c1=O
-31	CC(C)[C@H](NC(=O)c1ccccc1Cl)C(=O)OCc1cc(=O)n2cc(Br)ccc2n1
-6	O=C(CC(=O)c1cccc([N+](=O)[O-])c1)Nc1ccccc1Cl
35	C=CSc1sc(Cl)c(N(CC)CC)c1[N+](=O)[O-]
23	Cn1nc(C(F)(F)F)c(C(=O)Nc2ccc(F)cc2)c1Cl
-9	Cc1nc2ccccc2cc1C(=O)Nc1ccccc1Cl
9	CCOC(=O)C1=NOC(CN(c2ccccc2)S(=O)(=O)c2ccc(Cl)cc2)C1 (stereo not given)
